Screening results: PubChem, several laboratories
E coli Lon inh: inhibitors of E. coli Lon protease, primary screen, biochemical, fluorescence polarization; P0A9M0; purified E. coli Lon protease; inhibition, % at 7.94 µM; 0.42% of 360,000 active; in the data active = inhibition above about 13%, passing the limit was not always enough;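 also: 0% = enzyme with probe and DMSO and 100% = no enzyme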
Target sequence (P0A9M0 whole entry, looked up): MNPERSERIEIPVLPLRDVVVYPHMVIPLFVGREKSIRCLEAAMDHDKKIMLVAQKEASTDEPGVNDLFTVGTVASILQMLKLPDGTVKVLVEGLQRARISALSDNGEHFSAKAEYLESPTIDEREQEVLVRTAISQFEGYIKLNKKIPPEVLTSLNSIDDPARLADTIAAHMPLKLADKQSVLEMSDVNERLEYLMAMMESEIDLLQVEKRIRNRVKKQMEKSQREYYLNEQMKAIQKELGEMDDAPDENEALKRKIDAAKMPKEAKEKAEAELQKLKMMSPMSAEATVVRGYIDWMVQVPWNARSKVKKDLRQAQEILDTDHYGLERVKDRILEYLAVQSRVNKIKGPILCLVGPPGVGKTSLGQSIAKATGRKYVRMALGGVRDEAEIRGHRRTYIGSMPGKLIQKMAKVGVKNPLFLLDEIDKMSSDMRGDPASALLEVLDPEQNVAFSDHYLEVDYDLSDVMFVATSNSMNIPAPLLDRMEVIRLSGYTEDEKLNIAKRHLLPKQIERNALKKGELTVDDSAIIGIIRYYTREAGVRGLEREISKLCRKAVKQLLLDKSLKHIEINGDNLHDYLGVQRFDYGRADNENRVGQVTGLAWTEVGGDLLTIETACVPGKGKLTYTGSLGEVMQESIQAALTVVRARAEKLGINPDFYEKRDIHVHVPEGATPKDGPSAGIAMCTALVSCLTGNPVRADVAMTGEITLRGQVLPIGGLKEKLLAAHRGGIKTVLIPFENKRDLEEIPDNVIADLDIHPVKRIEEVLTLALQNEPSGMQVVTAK
DNMT1 block: human DNMT1 methyltransferase inhibitors, primary screen, biochemical, molecular beacon, fluorescence, HinP1I cleavage, uHTS; AID 588458, 2011; 0.83% of 360,000 active; inhibition (reported as % activation of signal), % at 10 µM; DNA (cytosine-5)-methyltransferase 1 (Homo sapiens), P26358; in the data active = inhibition above about 50%
bovine MsrA act: bovine MsrA enzyme activators, primary screen, biochemical, absorbance, HTS; 0.3% of 360,000 active; purified bovine MsrA, absorbance read-out; Methionine sulfoxide reductase A (Bos taurus); activation, % at 10.6 µM; in the data active = activation above about 7.5%;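 also: 0% = vehicle and 100% = reference activator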
CendR NRP1 mod: modulators of CendR peptide binding to NRP-1, primary screen, biochemical, fluorescence polarization, uHTS; FAM-RPARPAR peptide binding to NRP-1; inhibition, % at 25 µM; Neuropilin-1 (Homo sapiens), O14786; 0.85% of 360,000 active; AID 602438, 2012;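 active = inhibition or corrected inhibition above about 18%, plus a signal ratio from 0.5 to 1.5, limit read from the data, passing the limit was not always enough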; also: strong numbers were not always called active
MsrA inh: bovine MsrA enzyme inhibitors, primary screen, biochemical, absorbance, HTS | 0.75% of 360,000 active | purified bovine MsrA, absorbance read-out | Methionine sulfoxide reductase A (Bos taurus) | inhibition, % at 15.5 µM | AID 651718, 2012; in the data active = inhibition above about 4.5%;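 also: 0% = vehicle wells with enzyme and 100% = reference inhibitor wells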
Scp-1 inhibitor: Scp-1 phosphatase inhibitors, primary screen, biochemical, colorimetric, uHTS; Recombinant Scp1, phosphopeptide, malachite green phosphate absorbance; AID 493091, 2011; inhibition, % at 20 µM; 0.88% of 340,000 active;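 active = inhibition above about 50% at 20 µM, limit read from the data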;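 also: plate controls were DMSO wells with enzyme for no effect and wells lacking enzyme for full effect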
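Incubation: 45 min enzyme reaction at room temperature / System: truncated SCP-1 phosphatase (76-261aa) / Reagent: Phospho 17-mer peptide substrate / Buffer or medium: Acidic Tris acetate buffer with magnesium and detergent / Signal: absorbance at 630 nm / Doses: one concentration, 20 µM, with 1.0% DMSO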
LMPTP block: LMPTP phosphatase inhibitors, primary screen, biochemical, fluorescence intensity, uHTS | Low molecular weight phosphotyrosine protein phosphatase (Homo sapiens), P24666 | recombinant LMPTP-A, OMFP fluorogenic substrate | inhibition, % at 20 µM | 0.22% of 360,000 active | AID 651560, 2012;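 active = compounds that cut the enzyme signal by at least half of the control window in the single-dose screen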;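 also: plate controls were DMSO wells with enzyme plus substrate for no effect and substrate without enzyme for full effect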
Target sequence (P24666 whole entry, looked up): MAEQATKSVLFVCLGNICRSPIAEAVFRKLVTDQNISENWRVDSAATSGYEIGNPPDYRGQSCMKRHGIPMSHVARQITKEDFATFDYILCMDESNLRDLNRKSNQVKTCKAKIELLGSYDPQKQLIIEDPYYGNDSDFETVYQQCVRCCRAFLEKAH
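Assay system: LMPTP-A, protein tyrosine phosphatase of low molecular weight / Medium: pH 6.0 Bis-Tris buffer with DTT and Triton X-100 / Schedule: 50 min enzyme reaction at room temperature, protected from light / Measured by: endpoint fluorescence intensity from OMFP dephosphorylation / Read-out basis: % inhibition relative to no-enzyme and uninhibited control wells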
STEP block: STEP phosphatase inhibitors, primary screen, biochemical, fluorescence intensity, uHTS; Tyrosine-protein phosphatase non-receptor type 5 (Homo sapiens), P54829; recombinant STEP, OMFP fluorogenic substrate; inhibition, % at 20 µM; 0.25% of 360,000 active;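 active = inhibition at 20 µM, scaled per plate between control wells, above about 37%, limit read from the data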;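 also: 0% = DMSO with enzyme and substrate and 100% = substrate only without enzyme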
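Material: STEP (striatal-enriched tyrosine phosphatase) enzyme, cell-free | Medium: 50 mM Bis-Tris pH 6.0 with 2.5 mM DTT and 0.005% Tween 20 | Read-out: Percent inhibition scaled to no-enzyme and uninhibited-enzyme controls, plate-pattern corrected | Signal: Fluorescence read at 480 nm ex / 540 nm em | Times: 20 min reaction, room temperature, in the dark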
SUMO1-SIM PPI: modulators of SUMO1 protein-protein interactions, primary screen, biochemical, uHTS. Small ubiquitin-related modifier 1 (Homo sapiens), P63165. SUMO1 binding to a labelled peptide, TR-FRET, 1 h. inhibition, % at 20 µM. 0.33% of 360,000 active. AID 602429, 2012; in the data active = inhibition above about 37%
Tb MetRS inh: T. brucei MetRS inhibitors, primary screen, biochemical, luminescence; methionyl-tRNA synthetase (Trypanosoma brucei brucei); purified T. brucei MetRS, ATP depletion, Kinase-Glo luminescence; inhibition, % at 11.9 µM; 0.4% of 360,000 active; AID 624268, 2012;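 active = inhibition above a per-plate cutoff of the control wells' mean inhibition plus 3 SD, cut at about 5.5% in these data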;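 also: 0% = DMSO wells median and 100% = median of wells with control inhibitor compound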
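Dosing: 11.9 µM single point; system: parasite MetRS enzyme; technique: luminescence of leftover ATP; times: 15 min enzyme-compound preincubation, 2 h reaction, 10 min detection, 25 °C; replicates: each compound tested once; read-out basis: percent inhibition relative to median high and low control wells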
Active calls of the source: *; . = no result given.

SMILES	E coli Lon inh	DNMT1 block	bovine MsrA act	CendR NRP1 mod	MsrA inh	Scp-1 inhibitor	LMPTP block	STEP block	SUMO1-SIM PPI	Tb MetRS inh
CC(C)(C)n1nc2c(c1NC(=O)c1ccc(C(F)(F)F)cc1)CS(=O)(=O)C2	-3	2	-3	12	-0.5	-2	-1.2	0	0	0.1
Cc1ccc(S(=O)(=O)N(C)CC(=O)N(CC(C)C)C2CCS(=O)(=O)C2)cc1 (stereo not drawn)	-4	0	0	-4	1.0	-5	-1.4	4	1	-0.2
CCc1ccccc1NC(=O)CN(C)C(=O)Cn1cnc2ccc(Cl)cc2c1=O	-8	5	-12	0	-1.1	0	-1.5	2	4	-0.6
COc1ccc(C(=O)Oc2cc(N)n(S(=O)(=O)c3ccc(C)cc3)n2)cc1	1	3	-2	-5	-0.8	-18	2.0	0	2	0.5
C/C(=C\C(=O)c1ccc(F)cc1)NCc1ccc2c(c1)OCO2	6	-5	1	3	1.4	-8	2.4	2	-4	0.1
Clc1cccc(Cc2c(-c3cccc(Cl)c3)nc3ccc(Cl)cn23)c1	-8	6	-3	-12	-0.1	.	4.5	-1	11	0.9
CC(=O)Nc1ccc(S(=O)(=O)N/N=C/c2cccnc2)cc1	-15	3	-1	-6	1.1	-2	-0.9	-1	-5	0.2
Cc1ccc(Nc2nc(-c3sc(NC(=O)c4ccccc4)nc3C)cs2)cc1	-22	-19	-2	-30	0.5	6	1.6	1	8	-0.2
CN(CC(=O)Nc1ccc(Cl)cc1)CC(=O)Nc1cccc(Br)c1	4	-2	-1	-8	0.9	2	1.7	-4	0	30*
CCOC(=O)c1cnc2c(ccc3ccccc32)c1NCCO	6	-11	-3	-13	0.3	-9	2.5	1	2	-0.9
CC(C)=CCC[C@](C)(O[C@@H]1O[C@H](CO[C@@H]2O[C@H](CO)[C@@H](O)[C@H](O)[C@H]2O)[C@@H](O)[C@H](O)[C@H]1O)C1CC[C@]2(C)C1C(=O)CC1[C@@]3(C)CC[C@H](O[C@H]4O[C@@H](CO)[C@H](O)[C@@H](O)[C@@H]4O)C(C)(C)C3CC[C@]12C (stereo partly drawn)	-8	-1	5	2	-0.3	-10	-0.9	-3	8	0.4
c1nc(N2CCCCCC2)c2[nH]cnc2n1	1	1	0	-2	-0.1	-10	-2.5	3	6	-0.1
CC1CCN(C(=O)Cn2c(=O)n(CCc3ccccc3)c(=O)c3ccccc32)CC1	-9	-5	3	2	.	-11	-0.5	1	3	-0.8
O=C1c2cccc3cccc(c23)C(=O)N1CCCn1ccnc1	-5	3	-3	12	0.5	1	-0.3	1	-34	-0.1
Cc1ccc(CSc2nc3nc(C)cc(C)n3n2)cc1	-9	1	-3	-6	0.5	-7	-1.0	0	5	0.0
CCOC(=O)C1CCCN(c2ncnc3c2oc2ccccc23)C1 (stereo not drawn)	-1	4	2	17	0.6	6	0.1	2	2	-0.3
COC(=O)c1nnn(CC(=O)Nc2cc(Cl)ccc2C)c1C(=O)OC	4	3	-2	-5	-0.2	13	-0.2	-3	2	0.4
Cn1cc(CNC(=O)c2ccc3nc(Cc4ccccc4F)oc3c2)cn1	-8	1	-1	-43	0.7	-5	-0.4	1	0	0.5
CC(C)c1ccc(CC(=O)N2CCC2(C)C(=O)NS(=O)(=O)c2ccc(C(C)(C)C)cc2)cc1 (stereo not drawn)	-9	2	-5	5	-1.0	.	-0.1	2	3	0.0
COc1ccc(N2CCN(C(=O)c3cccc(Cn4cc(Cl)cn4)c3)CC2)cc1	1	-3	-5	0	0.2	-7	-1.0	1	-6	-0.9

Reformatted: entries from further up.
Each structure is followed by: E coli Lon inh	DNMT1 block	bovine MsrA act	CendR NRP1 mod	MsrA inh	Scp-1 inhibitor	LMPTP block	STEP block	SUMO1-SIM PPI	Tb MetRS inh
- CCc1ccccc1NC(=O)CN(C)C(=O)Cn1cnc2ccc(Cl)cc2c1=O
→ -8	5	-12	0	-1.1	0	-1.5	2	4	-0.6
- COc1ccc(C(=O)Oc2cc(N)n(S(=O)(=O)c3ccc(C)cc3)n2)cc1
→ 1	3	-2	-5	-0.8	-18	2.0	0	2	0.5
- C/C(=C\C(=O)c1ccc(F)cc1)NCc1ccc2c(c1)OCO2
→ 6	-5	1	3	1.4	-8	2.4	2	-4	0.1
- Clc1cccc(Cc2c(-c3cccc(Cl)c3)nc3ccc(Cl)cn23)c1
→ -8	6	-3	-12	-0.1	.	4.5	-1	11	0.9
- CC(=O)Nc1ccc(S(=O)(=O)N/N=C/c2cccnc2)cc1
→ -15	3	-1	-6	1.1	-2	-0.9	-1	-5	0.2
- Cc1ccc(Nc2nc(-c3sc(NC(=O)c4ccccc4)nc3C)cs2)cc1
→ -22	-19	-2	-30	0.5	6	1.6	1	8	-0.2
- CN(CC(=O)Nc1ccc(Cl)cc1)CC(=O)Nc1cccc(Br)c1
→ 4	-2	-1	-8	0.9	2	1.7	-4	0	30*

The list continues:
SMILES	E coli Lon inh	DNMT1 block	bovine MsrA act	CendR NRP1 mod	MsrA inh	Scp-1 inhibitor	LMPTP block	STEP block	SUMO1-SIM PPI	Tb MetRS inh
COc1ccccc1CNS(=O)(=O)c1ccc(NC(C)=O)cc1	4	3	1	0	-1.4	-3	-0.5	2	1	-0.2
COc1ccc(/C=C2\CCC/C(=C\c3ccc(OC)c(OC)c3OC)C2=O)c(OC)c1OC	-2	-2	-1	-9	1.7	-10	-0.3	2	-17	-0.9
CC(c1ccccc1)N1CCn2c(nc3cc(NS(C)(=O)=O)ccc32)C1 (stereo not drawn)	-9	-2	-1	4	0.2	-6	-0.4	2	-2	0.6
COc1cc(C2C(C(N)=O)=C(C)Nc3nc(CCCO)nn32)cc(OC)c1OC (stereo not drawn)	-6	1	-4	-1	-1.2	-4	-1.1	2	2	0.5
COc1cccc(OC)c1-c1nn2c(-c3cc(-c4ccccc4)n[nH]3)nnc2s1	1	17	-3	-3	0.1	90*	56*	4	-2	-1.2
Cc1ccc(C(=O)Nc2cc(Cl)ccc2-n2cncn2)s1	-8	4	-3	-3	0.6	-3	-0.8	1	4	-0.6
CO[C@H]1CN(C)C(=O)c2cc(NS(=O)(=O)c3ccccc3)ccc2OC[C@@H](C)N(Cc2ccccn2)C[C@@H]1C	.	.	.	0	1.6	.	-1.3	.	0	-1.0
C=CCn1c(SCc2ccc([N+](=O)[O-])cc2)nnc1C(C)NC(=O)c1ccccc1 (stereo not drawn)	-2	0	-4	-12	0.1	-4	-1.3	-3	-22	-0.4
COc1ccc(N(C(=O)c2snc(C(N)=O)c2N)C(C(=O)NCC2CCCO2)c2ccc(C)o2)cc1OC (stereo not drawn)	3	2	-3	-4	0.7	-3	0.4	2	-15	-0.4
C=CCn1c(SC2CCOC2=O)nc2scc(C3CC3)c2c1=O (stereo not drawn)	1	-1	-2	-7	0.9	0	1.2	3	6	0.0
Cc1ccc2c(C)c(C(=O)N(C)CCC3CCCCO3)oc2c1C (stereo not drawn)	-1	1	-4	6	0.4	-4	1.2	0	1	-0.2
CCOc1ccc(OCC)c(S(=O)(=O)n2cc(C)nc2CC)c1	-2	-4	-3	5	-1.5	-8	-1.6	3	0	-0.1
Cn1c(C(=O)N/N=C/c2ccccc2)cc2ccccc21	-2	2	-2	12	2.4	1	1.5	1	-6	1.7
N#CCc1ccc(NC(=O)c2ccccc2C(=O)Nc2ccc(CC#N)cc2)cc1	-5	-8	-2	0	-1.7	-12	-0.1	1	-12	-0.5
CC1(C(=O)NS(=O)(=O)c2cccc(Cl)c2)CCN1C(=O)Cc1cc(F)ccc1F (stereo not drawn)	6	-2	-1	-20	-0.6	.	-1.8	1	9	-0.3
O=C(c1ccc(Cl)cc1)N1CCCOC1	-5	3	-4	-21	0.0	-8	-1.4	-1	-4	-0.7
